# From PubChem
# CCR6 antag: CCR6 (human) receptor antagonism; actives 0.49% (n = 340,000); CHO-K1 CCR6 PathHunter beta-arrestin, luminescence, CCL20-stimulated; inhibition, % at 20 µM;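 active = compounds whose inhibition of the agonist-driven luminescence signal at 20 µM reaches about 50%, limit read from the data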;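 note: cells stimulated with CCL20 at 14 nM final; plate controls were DMSO with CCL20 for no effect and DMSO without agonist for full effect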
# EBI2 antag: EBI2 (human) antagonism; actives 0.81% (n = 360,000); AID 651636; EBI2 beta-arrestin recruitment, luminescence, 7a,25-OHC stimulated; inhibition, % at 5 µM; P32249; in the data active = inhibition above about 38%;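 note: enzyme fragment complementation signal reports receptor beta-arrestin coupling in cells; 0% = agonist plus DMSO wells and 100% = wells without agonist; some results beyond the cut were filed as inactive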
# CXCR6 block: inhibitors of human CXCR6 receptor. AID 602244. CHO-K1 PathHunter CXCR6 beta-arrestin, luminescence. O00574. inhibition, % at 20 µM. actives 0.36% (n = 360,000); in the data active = inhibition above about 34%, passing the limit was not always enough;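 note: antagonist mode with CXCL16 agonist at 10 nM final; 0% = 10 nM CXCL16 with DMSO and 100% = unstimulated wells without agonist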
# * marks the source's active call; other numbers are inactive results; · = no result given. This is a subset, so the mix of outcomes need not match the whole.
SMILES,CCR6 antag,EBI2 antag,CXCR6 block
Cc1cc(C)cc(OCC2CNC(=O)O2)c1 (centres undefined),·,3,1
COc1ccc(-n2[nH]c3c(cnc4ccccc43)c2=O)cc1,·,1,-6
Nc1c2c(nc3ccccc13)CCCC2O (centres undefined),10,0,-2
CCn1cc(C(=O)O)c(=O)c2cc(F)c(N3CCNCC3)nc21,9,-4,-4
COc1c(O)cc2c(c1O)[C@@H]1OC(CO)C(O)C(O)[C@H]1OC2=O (some centres undefined),5,2,1
CC1OC(CC(=O)O)CC2=C1C(=O)c1c(O)cccc1C2=O (centres undefined),89*,8,74*
O=C1Cc2c([nH]c3ccc([N+](=O)[O-])cc23)-c2ccccc2N1,3,3,-6

# Shown with two lines to a compound: entries from further up.
# Fields – CCR6 antag, EBI2 antag, CXCR6 block
Cc1cc(C)cc(OCC2CNC(=O)O2)c1 (centres undefined)
→ ·, 3, 1
COc1ccc(-n2[nH]c3c(cnc4ccccc43)c2=O)cc1
→ ·, 1, -6
Nc1c2c(nc3ccccc13)CCCC2O (centres undefined)
→ 10, 0, -2

# Quoted at random: two entries already listed, in no set order.
SMILES,CCR6 antag,EBI2 antag,CXCR6 block
CCn1cc(C(=O)O)c(=O)c2cc(F)c(N3CCNCC3)nc21,9,-4,-4
Nc1c2c(nc3ccccc13)CCCC2O (centres undefined),10,0,-2
